SUMO Mot1 rescue = SUMOylation pathway inhibition by Mot1-301 growth rescue; S. cerevisiae Mot1-301 growth rescue, ATP luminescence, 38.5C; percent above DMSO median, 100 means doubled; growth rescue, % at 18.8 µM; actives 1% (n = 320,000);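 active = every valid replicate shows activation above 250% relative to neutral control wells; inactive = the rest, any valid replicate at or below 250%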;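 also: OY570 slx delta 5 strain wells were the positive control but not used for scaling; some compounds called inactive have numbers as strong as hits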
dFosB activator = mouse delta FosB homodimer activation; P13346; purified delta FosB, TAMRA-CDK5 oligo fluorescence polarization; percent of positive-control signal above neutral wells; activation, % at 25 µM; actives 0.99% (n = 340,000);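 active = mean activation above about 17%, with every replicate also reaching it, limit read from the data, passing the limit was not always enough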;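 also: fluorescence polarization rise as delta FosB binds a TAMRA Cdk5 AP-1 oligo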
cardiac RTF act = increases calcium sensitivity of human cardiac regulated thin filaments | actives 0.24% (n = 340,000) | activation, % at 7.2 µM | P19429+P45379 | IANBD-labeled TnC RTF fluorescence at EC20 calcium; 0% EC20 calcium, 100% full calcium;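 active = activation above the mean over all tested compounds plus 3 SD, cut at about 30% in these data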;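 also: rise in fluorescence read as greater calcium sensitivity of cardiac thin filaments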
PvdQ inh = blocks Pseudomonas aeruginosa PvdQ acylase activity; purified PvdQ acylase, fluorescence plate reader; inhibition, % at 10 µM; actives 0.063% (n = 340,000); AID 488965; in the data active = inhibition above about 30%, passing the limit was not always enough;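 also: 0% = vehicle neutral wells and 100% = reference inhibitor wells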
RTF Ca sens inh = cardiac RTF calcium desensitization; actives 0.12% (n = 340,000); P19429+P45379; AID 493244; inhibition, % at 7.15 µM; IANBD-labeled cardiac RTF, Ca2+ fluorescence;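 active = inhibition above the mean inhibition of all tested compounds plus 3 SD, cut at about 17% in these data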;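 also: assay run at fixed EC70 calcium of 1.6 mM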
Rtt109 HAT inh = blocks Candida albicans Rtt109/Vps75 acetyltransferase activity; Q5AAJ8; purified Rtt109/Vps75, ThioGlo CoA-SH fluorescence, 4 h; inhibition, % at 34.9 µM; actives 0.16% (n = 330,000); AID 540336;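 active = inhibition of at least 50% in every replicate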
Keap1 Nrf2 FP = disrupts human Keap1 binding to Nrf2 peptide; Q14145; Keap1 Kelch-Nrf2 peptide fluorescence polarization, 1536-well; actives 0.15% (n = 340,000); inhibition, % at 9.4 µM; in the data active = inhibition above about 12%;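 also: human Keap1 Kelch domain with fluorescein labeled Nrf2 9mer peptide probe; 0% = neutral control wells and 100% = peptide positive control; higher means more block of Keap1 binding to Nrf2 peptide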
LANA DNA inh = KSHV C-LANA DNA binding inhibition; MBP-C-LANA/FAM-LBS DNA binding, fluorescence polarization; AID 504423; actives 0.078% (n = 340,000); inhibition, % at 9 µM;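 active = highest replicate inhibition at or above 60% at 9 µM, even if other replicates fall short; inactive = all replicates below 60% inhibition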;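 also: 0% = neutral control wells and 100% = 4 µM acridine orange control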
NSD2 HMT inh = blocks human histone methyltransferase NSD2; NSD2 peptide methylation, AlphaScreen, 120 min; inhibition, % at 12.5 µM; actives 0.54% (n = 310,000); O96028; in the data active = inhibition above about 50%
Target sequence (O96028 whole entry, looked up): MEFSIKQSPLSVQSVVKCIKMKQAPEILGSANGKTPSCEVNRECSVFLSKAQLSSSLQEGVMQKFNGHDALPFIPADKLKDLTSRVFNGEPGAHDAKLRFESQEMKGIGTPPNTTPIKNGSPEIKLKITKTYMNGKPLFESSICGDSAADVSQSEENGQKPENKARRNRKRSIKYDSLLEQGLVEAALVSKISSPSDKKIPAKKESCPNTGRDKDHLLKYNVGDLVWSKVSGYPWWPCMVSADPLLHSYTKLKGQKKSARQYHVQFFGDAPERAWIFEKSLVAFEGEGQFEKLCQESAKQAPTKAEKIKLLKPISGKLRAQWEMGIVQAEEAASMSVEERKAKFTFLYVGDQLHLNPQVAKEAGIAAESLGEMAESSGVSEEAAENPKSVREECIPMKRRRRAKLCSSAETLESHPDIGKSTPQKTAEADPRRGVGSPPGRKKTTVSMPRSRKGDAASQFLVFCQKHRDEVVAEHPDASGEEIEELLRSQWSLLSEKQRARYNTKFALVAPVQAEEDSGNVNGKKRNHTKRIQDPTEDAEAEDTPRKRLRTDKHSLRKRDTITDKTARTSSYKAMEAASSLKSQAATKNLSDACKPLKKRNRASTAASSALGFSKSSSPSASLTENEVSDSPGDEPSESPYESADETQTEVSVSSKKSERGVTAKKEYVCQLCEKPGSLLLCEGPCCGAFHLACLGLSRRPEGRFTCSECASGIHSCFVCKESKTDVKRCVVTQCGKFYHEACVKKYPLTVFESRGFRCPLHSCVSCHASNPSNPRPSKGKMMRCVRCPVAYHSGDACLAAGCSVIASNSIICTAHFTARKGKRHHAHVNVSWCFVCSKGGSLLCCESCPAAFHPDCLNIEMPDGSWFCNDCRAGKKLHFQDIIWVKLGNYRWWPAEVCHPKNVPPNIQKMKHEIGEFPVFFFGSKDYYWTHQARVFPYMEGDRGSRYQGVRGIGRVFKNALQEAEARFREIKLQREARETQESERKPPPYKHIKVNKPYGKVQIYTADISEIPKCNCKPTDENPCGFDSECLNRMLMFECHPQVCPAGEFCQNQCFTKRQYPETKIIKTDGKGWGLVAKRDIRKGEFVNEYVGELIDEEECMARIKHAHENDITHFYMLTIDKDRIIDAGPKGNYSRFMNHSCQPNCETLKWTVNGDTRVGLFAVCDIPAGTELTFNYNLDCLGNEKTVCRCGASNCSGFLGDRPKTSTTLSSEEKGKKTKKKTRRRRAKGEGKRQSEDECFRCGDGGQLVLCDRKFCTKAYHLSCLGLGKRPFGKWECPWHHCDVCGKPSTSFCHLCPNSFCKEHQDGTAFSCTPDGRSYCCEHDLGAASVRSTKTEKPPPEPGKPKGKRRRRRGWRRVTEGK
PfHsp90 yeast 2 = reduces growth (ATP signal) of yeast expressing P. falciparum Hsp90; AID 504621; S. cerevisiae expressing PfHsp90, BacTiter-Glo ATP, 48 h; yeast lacking PDR1 and PDR3 efflux regulators; inhibition, % at 9.4 µM; actives 0.32% (n = 310,000);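 active = every replicate shows inhibition above about 80%, whatever the replicate mean, limit read from the data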;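 also: 0% = DMSO neutral controls and 100% = 20 µM radicicol positive controls; yeast relying on Plasmodium falciparum Hsp90 in place of its own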
CDK5 inh = inhibitors of human CDK5/p35 kinase | actives 0.01% (n = 330,000) | Recombinant CDK5/p35, ADP-Glo luminescence, 60 min | Q00535+Q15078 | inhibition, % at 10 µM | AID 488839;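 active = highest replicate inhibition of at least 50% and at least 75% of replicates reaching 50%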;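 also: plate controls were DMSO neutral control for no effect and GW8510 at 10 µM for full effect; many of its hits are not listed in these tables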
The depositor's hits bear a star; i = inactive; / = no result given.

1. CCOC(=O)CC(=O)CSc1nc(C)nc2c1oc1ccccc12
2. C#Cc1ccc([C@H]2C=C(C(=O)NCc3ccccc3)O[C@@H](OCc3ccc(CO)cc3)C2)cc1
3. O=C(Nc1ccc2c(c1)OCO2)c1nn(-c2ccccc2)c(=O)c2ccccc12
4. CCCCNC1CCS(=O)(=O)C1 (centres undefined)
5. COc1cccc(-c2cc(C(=O)NCCc3ccccc3)no2)c1
6. CCN(CC)S(=O)(=O)c1ccc(N2CCN(C)CC2)c(NC(=O)c2cc(=O)c3ccccc3o2)c1
assay / entry	1	2	3	4	5	6
SUMO Mot1 rescue	-17	4	-2	7	12	3
dFosB activator	-16	-10	-6	-3	-7	-4
cardiac RTF act	2	-3	3	0	5	-7
PvdQ inh	-3	-14	-14	0	-12	-2
RTF Ca sens inh	-11	-4	-4	-1	-9	-15
Rtt109 HAT inh	-14	1	3	-22	14	-5
Keap1 Nrf2 FP	6	-2	-6	0	-4	-1
LANA DNA inh	0.4	1.8	-0.2	1.4	1.5	0.2
NSD2 HMT inh	-3	/	-1	-5	-1	-1
PfHsp90 yeast 2	-2	-3	-14	0	17	-11
CDK5 inh	-2.2	2.0	-2.0	-2.8	-2.7	0.6

7. O=C(NCc1ccco1)c1cc2ccccc2c(=O)o1
8. O=C(Oc1ccc(-n2cnnn2)cc1)c1ccccc1
9. COc1cccc2sc(N3CCN(C(=O)c4cccs4)CC3)nc12
10. O=C(Cn1nnc(-c2ccccc2Cl)n1)N1CCCCC1
11. COc1ccc(/C(CC2OC(=O)c3ccccc32)=N\NC(N)=O)cc1 (centres undefined)
12. CNC(=S)Nc1ccccc1-c1ccccc1
assay / entry	7	8	9	10	11	12
SUMO Mot1 rescue	-14	8	0	-5	1	-1
dFosB activator	3	2	-4	-1	-6	7
cardiac RTF act	-2	-5	-3	-4	5	9
PvdQ inh	-10	1	-8	-20	-4	6
RTF Ca sens inh	13	0	-6	0	0	0
Rtt109 HAT inh	1	13	2	-4	-4	8
Keap1 Nrf2 FP	-4	0	2	-5	-3	-4
LANA DNA inh	1.4	0.9	1.8	5.7	-1.0	4.0
NSD2 HMT inh	-1	-1	-3	-1	-1	0
PfHsp90 yeast 2	15	-5	/	9	-3	17
CDK5 inh	1.2	0.4	-1.8	-0.3	0.4	-1.0

13. COc1ccc(OC)c(NS(=O)(=O)c2ccc(NC(=O)c3ccc(NS(C)(=O)=O)cc3)cc2)c1
14. C=CCOC(=O)C1=C(C)OC(N)=C(C#N)C1c1ccccc1F (centres undefined)
15. O=C1C2C3CC(C(Br)C3Br)C2C(=O)N1CC1CCCO1 (centres undefined)
16. CNC(=O)c1cc2c(=O)n3cc(C)ccc3nc2n(C(C)C)c1=N
17. CCOC(=O)c1ccn(-c2nc(-c3ccco3)cc(C(F)(F)F)n2)n1
18. NC(=O)c1ccc(C(=O)N/N=C/c2cccc(Oc3ccccc3)c2)cc1
assay / entry	13	14	15	16	17	18
SUMO Mot1 rescue	13	0	-5	6	142	-3
dFosB activator	15	1	2	2	-21	-5
cardiac RTF act	-5	-5	2	-8	1	3
PvdQ inh	-16	7	-4	-21	-14	-4
RTF Ca sens inh	-6	-2	-1	3	-11	-8
Rtt109 HAT inh	-7	-2	-3	i	-4	-5
Keap1 Nrf2 FP	-2	-5	-3	-4	-2	4
LANA DNA inh	-0.1	-2.6	-1.0	-4.0	0.1	2.1
NSD2 HMT inh	-4	-1	-3	1	/	1
PfHsp90 yeast 2	3	3	-15	-2	6	4
CDK5 inh	-0.4	-3.4	-0.8	-1.3	-2.5	0.5

19. Cc1ccc(N2CN(CCC3=CCCCC3)CNC2=S)cc1
20. c1ccc(CSc2nnc(-c3c[nH]c4ccccc34)o2)cc1
21. COc1cc(OC)cc(C(=O)OCC(=O)Nc2sccc2C(N)=O)c1
22. COc1ccccc1OCC(=O)NNc1c2ccccc2nc2ccccc12
23. Cc1ccc(-n2c(C)cc(/C=C(\C#N)C(=O)NCC3CCCO3)c2C)cc1 (centres undefined)
24. O=C(COc1ccc(Cl)cc1)Nc1nnc(-c2ccco2)o1
assay / entry	19	20	21	22	23	24
SUMO Mot1 rescue	-28	2	774	-8	0	-9
dFosB activator	5	20*	-23	3	-6	-3
cardiac RTF act	3	-1	5	1	3	5
PvdQ inh	-16	2	-1	-3	8	-8
RTF Ca sens inh	-2	-3	-5	5	1	-14
Rtt109 HAT inh	-1	7	-3	11	-2	-1
Keap1 Nrf2 FP	-9	-3	-3	-1	-2	6
LANA DNA inh	0.4	-0.4	0.7	-0.1	0.5	2.6
NSD2 HMT inh	4	1	3	9	2	-2
PfHsp90 yeast 2	-10	22	-11	-6	1	/
CDK5 inh	-1.3	0.4	-0.8	0.8	0.2	0.4

25. C=CCc1ccccc1OCC(O)CNC1CCCC1 (centres undefined)
26. CC(=O)OCC1OC(OC(C)=O)C(NC(=O)Cc2ccccc2)C(OC(C)=O)C1OC(C)=O (centres undefined)
27. Cc1ccc(C(=O)N/N=C/c2ccc([N+](=O)[O-])s2)cc1
28. Nc1ccc(SC(F)(F)F)cc1
29. O=C(CN1C(=O)C2C3c4ccccc4C(c4ccccc43)C2C1=O)Nc1cccc(C(=O)O)c1 (centres undefined)
30. O=c1ccc(Br)c[nH]1
assay / entry	25	26	27	28	29	30
SUMO Mot1 rescue	-14	2	50	4	6	20
dFosB activator	-8	-2	4	-10	-1	-2
cardiac RTF act	1	7	-2	11	0	13
PvdQ inh	-12	-11	11	-8	11	-27
RTF Ca sens inh	-10	1	-18	7	8	4
Rtt109 HAT inh	-12	-14	10	1	-2	/
Keap1 Nrf2 FP	-3	-4	-2	-3	-3	-3
LANA DNA inh	0.3	0.4	0.7	0.3	-0.8	-0.9
NSD2 HMT inh	13	-4	/	4	-1	-1
PfHsp90 yeast 2	19	-5	-8	25	1	-12
CDK5 inh	0.6	0.8	1.8	1.5	0.0	3.6

Entries by screen from the list.
Nos. 25 to 30 in LANA DNA inh: 0.3, 0.4, 0.7, 0.3, -0.8, -0.9

Taken from above.
For LANA DNA inh, no. 28 is listed with 0.3
For cardiac RTF act, no. 27 is listed with -2

Remaining list, next part:
31. Cc1ccccc1Nc1nnc(SCC2CCCCO2)s1 (centres undefined)
32. O=C(NCc1ccco1)c1ccc(CN2CCOCC2)cc1
33. Cc1cc(-c2nnc(CCC(=O)NCc3cc(F)cc(C(F)(F)F)c3)o2)no1
34. O=C(Nc1ccc(Nc2ccccc2)cc1)Nc1ccccc1Cl
35. COC(=O)c1ccc(COC(=O)CCS(=O)(=O)c2ccc(C)cc2)cc1
36. O=C(COC(=O)/C=C/C(=O)N1CCN(c2ccccc2)CC1)NC(c1ccccc1)c1ccccc1
assay / entry	31	32	33	34	35	36
SUMO Mot1 rescue	-3	0	17	124	-4	/
dFosB activator	0	2	-5	-2	-6	-20
cardiac RTF act	-9	2	-1	-8	0	5
PvdQ inh	-2	1	0	-2	-9	-7
RTF Ca sens inh	-25	2	7	-1	15	7
Rtt109 HAT inh	51*	-1	-5	-4	-6	2
Keap1 Nrf2 FP	-4	-2	-4	-5	-4	-5
LANA DNA inh	1.5	-0.1	-0.4	-0.6	3.2	0.0
NSD2 HMT inh	-28	-2	1	-2	-5	1
PfHsp90 yeast 2	-3	/	7	-14	-23	7
CDK5 inh	2.3	-1.1	-0.8	0.9	1.3	-1.5

dFosB activator, hit marks shown above
item	molecule	SUMO Mot1 rescue	dFosB activator	cardiac RTF act	PvdQ inh	Rtt109 HAT inh	Keap1 Nrf2 FP	LANA DNA inh	NSD2 HMT inh	PfHsp90 yeast 2	CDK5 inh
20	c1ccc(CSc2nnc(-c3c[nH]c4ccccc34)o2)cc1	2	20*	-1	2	7	-3	-0.4	1	22	0.4

Further results:
37. COc1ccc(/C=C2\SC(=O)N(CCNC(=O)C3CCN(S(=O)(=O)c4cccs4)CC3)C2=O)cc1
38. COc1ccccc1C(=O)c1nc2ccccc2n1C
39. CCOC(=O)c1csc(-c2ccc3c(c2)CCO3)n1
40. O=C1COc2ccc(C(=O)COC(=O)/C=C/c3ccco3)cc2N1
41. COCC(C)n1c(C)cc(C(=O)COC(=O)c2n[nH]c3ccccc23)c1C (centres undefined)
42. CC(C)CC(=O)Nc1nnc(CSCc2ccc(F)cc2)s1
assay / entry	37	38	39	40	41	42
SUMO Mot1 rescue	-10	10	-22	-18	3	-7
dFosB activator	6	9	-12	-3	-3	-4
cardiac RTF act	-4	1	/	-3	-4	9
PvdQ inh	-7	-4	-10	12	2	-11
RTF Ca sens inh	8	1	/	8	-2	-5
Rtt109 HAT inh	4	-4	-4	6	11	-3
Keap1 Nrf2 FP	-3	3	-6	-3	1	-2
LANA DNA inh	1.0	-1.9	-2.5	0.7	-0.9	75*
NSD2 HMT inh	-2	0	-2	5	18	-1
PfHsp90 yeast 2	15	7	9	/	-4	-2
CDK5 inh	0.5	-0.4	-3.1	-0.4	2.0	-0.2

43. O=C(CN1C(=O)NC2(CCCc3ccccc32)C1=O)NCC(F)(F)F (centres undefined)
44. O=C(c1cnn2c(C(F)F)cc(-c3ccccc3)nc12)N1CCSCC1
45. CC(C)(C)[C@H]1C=C(C(=O)N2CCN(Cc3ccc4c(c3)OCO4)CC2)O[C@@H](OCc2ccc(CO)cc2)C1
46. COc1ccc(NC(=O)C2C3C=CC4(O3)C2C(=O)N(CCN2CCCCC2)C4C(=O)NC2CCCC(C)C2C)cc1 (centres undefined)
47. Cc1ccc(S(=O)(=O)c2cc3c(=O)n4ccccc4nc3n(C3CCCCC3)c2=N)cc1
48. CC(=O)Oc1cccc(/C=C2\C=C(c3ccc(C)cc3)OC2=O)c1
assay / entry	43	44	45	46	47	48
SUMO Mot1 rescue	-14	17	3	-12	-3	41
dFosB activator	2	-6	-2	-4	14	-10
cardiac RTF act	-5	1	-1	-10	2	8
PvdQ inh	-4	1	1	-12	-1	-5
RTF Ca sens inh	-2	-6	-1	-1	1	-1
Rtt109 HAT inh	2	-8	7	-3	3	-2
Keap1 Nrf2 FP	4	5	0	4	-1	-3
LANA DNA inh	0.6	0.4	0.5	1.9	0.4	1.1
NSD2 HMT inh	-6	-2	/	4	-1	1
PfHsp90 yeast 2	1	-11	-3	-1	-31	-19
CDK5 inh	0.7	0.4	-1.6	0.4	0.6	-0.5
